Platelet DG rel: modulates dense granule release in human platelets; human platelet-rich plasma, SFLLRN dense granule ATP release, luminescence; inhibition, %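 (compounds screened at 7.5 µM in platelet-rich plasma)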; hit rate 0.22% among 300,000; AID 1663;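 active = mean replicate score, as percent of positive control, at or above 50; inconclusive = mean below 50 but at least one replicate at or above 50; inactive = mean and every replicate below 50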
GSK3B inh: blocks human GSK3beta kinase activity. P49841. hit rate 0.038% among 300,000. GST-GSK3beta kinase, ADP-Glo luminescence, 60 min; active compounds read low. AID 2097. activity score (negative = inhibition), % at 10 µM;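 active = more than half of replicate wells score below -50%, meaning over 50% inhibition versus plate controls; inconclusive = some replicates but at most half score below -50%; inactive = no replicate scores below -50%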;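 also: 0% = median DMSO wells and -100% = median GW8510 positive control wells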
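test system = GST-tagged human GSK3beta kinase, cell-free | reagent = 25 µM ATP with peptide substrate | dosing = one dose of 10 µM per compound | schedule = 60 min reaction, RT | detection = luminescent ADP-Glo measurement of ADP formed | control set = DMSO neutral wells and GW8510 at 20 µM as positive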
HSF1 inh: HSF1 inhibition. NIH3T3-HGL HSE-luciferase, MG132-induced, luminescence 8 h; active compounds read low. activity change, negative = inhibition, % at 7.5 µM (by protocol). hit rate 0.77% among 300,000;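 active = more than half of replicate wells show activity change below -50%, luminescence cut by over half; inconclusive = some wells, but at most half, below -50%; inactive = no replicate well below -50%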;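 also: luciferase reports HSF-1 transcriptional activity via heat shock element; 0% = median of DMSO wells and -100% = zero luminescence signal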
DYRK1A inh: Dyrk1A (rat) kinase inhibition; Q63470; ADP-Glo luminescence, NFATc1 peptide; inhibition, % at 12.5 µM; hit rate 0.43% among 310,000; in the data active = inhibition above about 50%;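 also: plate controls were vehicle with enzyme for no effect and no enzyme for full effect; many of its hits are not listed in these tables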
AI-2 QS modul: modulators of Vibrio harveyi AI-2 quorum sensing system. activity change, % at 7.5 µM. Vibrio harveyi JMH597 AI-2 luminescence/OD600 ratio, 9 h; active compounds read low; strain lacks LuxN and CqsS sensors; 0 = neutral-control median. hit rate 0.4% among 300,000. AID 2094; in the data active = activity change below about -75%, passing the limit was not always enough; inconclusive = no clear call, values can overlap the other calls;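 also: luminescence divided by OD600 gain over 9 h not by final OD600 alone; inactives centre near 13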
PolyA inhibitor: inhibitors of polyadenylation in S. cerevisiae. calls only at 12 µM. S. cerevisiae SKY197-pL101 polyadenylation reporter, beta-gal luminescence; efflux-impaired pdr1/pdr3 knockout yeast; score 100 = 6 SD above DMSO. AID 1875. hit rate 0.02% among 300,000;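 active = lowest replicate activity score at least 50, where 100 means six control SD above control mean; inconclusive = lowest score under 50 but half or more replicates reach 50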;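 also: yeast exposed to compound for 9 h at 30 °C; higher score means more reporter readthrough which indicates perturbed polyadenylation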
HSP90 refold inh: HSP90 refolding inhibition in rabbit reticulocyte lysate; AID 1789; hit rate 0.91% among 290,000; luciferase refolding luminescence, 3 h; inhibition, % at 5.6 µM;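 active = inhibition above the screen-wide mean plus 3 SD, computed separately per campaign, cut at about 16% in these data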;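 also: 0% = DMSO wells and 100% = 60 µM geldanamycin wells; inhibitors lower the luminescence because luciferase stays unfolded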
HDAC3 inh: inhibitors of human histone deacetylase 3; recombinant HDAC3, fluorogenic peptide/trypsin coupled, fluorescence; inhibition, % at 8.3 µM; AID 2718; hit rate 0.15% among 320,000; O15379; in the data active = inhibition above about 26%, passing the limit was not always enough; inconclusive = no clear call, values can overlap the other calls
Target sequence (O15379 whole entry, looked up): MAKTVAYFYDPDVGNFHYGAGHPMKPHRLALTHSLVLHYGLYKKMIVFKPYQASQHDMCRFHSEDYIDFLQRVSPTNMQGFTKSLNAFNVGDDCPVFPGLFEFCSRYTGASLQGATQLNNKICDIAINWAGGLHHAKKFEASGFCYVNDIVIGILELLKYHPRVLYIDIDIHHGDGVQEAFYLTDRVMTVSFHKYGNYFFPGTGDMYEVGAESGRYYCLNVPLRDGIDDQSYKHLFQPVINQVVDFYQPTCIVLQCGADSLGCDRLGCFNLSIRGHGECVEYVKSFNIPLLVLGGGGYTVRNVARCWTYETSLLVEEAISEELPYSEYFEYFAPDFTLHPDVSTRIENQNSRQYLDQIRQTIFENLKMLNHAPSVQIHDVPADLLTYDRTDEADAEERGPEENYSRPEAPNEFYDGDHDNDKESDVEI
HSF1 activator: increases HSF-1 driven luciferase reporter signal | NIH3T3-HGL HSF-1 luciferase reporter, MG132, 8 h; 100% = twice DMSO control signal | activation, % at 9 µM | hit rate 1.7% among 300,000 | AID 504408;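 active = mean replicate activation of at least 50% with a set share of replicates each reaching 50%; inconclusive = only one of those two conditions met; inactive = mean below 50% and too few replicates reaching it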;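 also: 0% = median of the neutral control wells and 100% = twice that signal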
GSK3A inh: inhibitors of human GSK-3 alpha kinase; P49840; ADP-Glo luminescence, 60 min; inhibition, % at 10 µM; hit rate 0.1% among 320,000; AID 2650;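 in the data active = inhibition above about 50%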;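 also: GST-tagged GSK-3 alpha with peptide substrate and 25 µM ATP; 0% = DMSO neutral wells and 100% = GW8510 positive control wells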
Target sequence (P49840 whole entry, looked up): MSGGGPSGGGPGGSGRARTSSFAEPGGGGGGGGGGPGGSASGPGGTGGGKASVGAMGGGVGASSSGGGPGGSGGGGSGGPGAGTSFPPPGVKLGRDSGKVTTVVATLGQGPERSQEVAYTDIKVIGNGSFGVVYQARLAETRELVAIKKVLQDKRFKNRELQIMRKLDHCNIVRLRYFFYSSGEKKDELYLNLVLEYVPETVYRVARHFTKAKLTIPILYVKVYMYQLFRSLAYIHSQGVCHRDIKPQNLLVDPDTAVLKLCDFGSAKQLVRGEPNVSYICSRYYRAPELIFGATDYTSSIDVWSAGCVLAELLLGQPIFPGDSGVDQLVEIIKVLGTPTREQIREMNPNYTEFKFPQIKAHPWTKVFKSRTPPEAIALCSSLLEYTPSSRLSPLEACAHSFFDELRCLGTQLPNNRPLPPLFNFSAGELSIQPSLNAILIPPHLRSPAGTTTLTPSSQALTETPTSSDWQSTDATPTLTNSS
* = called active by the depositor; i = inactive; ? = inconclusive; nt = no result given. Only part of the results is shown; the hit share may differ from the screen's.

SMILES	Platelet DG rel	GSK3B inh	HSF1 inh	DYRK1A inh	AI-2 QS modul	PolyA inhibitor	HSP90 refold inh	HDAC3 inh	HSF1 activator	GSK3A inh
CC1COC2N=C(N[N+](=O)[O-])NC2O1 (stereo not given)	3	-3	-15	-4	9	i	5	-2	-5	1
Cn1c(=O)n(CC(=O)N2CCC3(CC2)OCCO3)c(=O)c2ccccc21	-23	0	-9	4	15	i	-5	0	6	-2
CCc1ccc(NC(=O)CCNC(=O)N2C[C@H]3C[C@@H](C2)c2cccc(=O)n2C3)cc1	0	3	14	2	24	i	-1	6	-6	0
CC(C)CC(NC(=O)CCCNC(=O)CCC(=O)OC1O[C@H]2OC3(C)CC[C@H]4[C@H](C)CCC(C1C)C24OO3)C(=O)O (stereo not given in full)	nt	3	-10	0	38	i	2	1	-26	-1
Cc1nc(SCc2c(Cl)cccc2Cl)nc(OC(=O)N(C)C)c1C	-11	1	2	0	21	i	2	4	6	1
Cc1cc(C)cc(N2C(=O)NC(=O)/C(=C\c3cccn3-c3ccccc3)C2=O)c1	4	3	2	-3	2	i	-2	-4	18	-4
O=C(CN1CCCCC1)c1ccc(OC(F)F)cc1	-7	-6	7	1	1	i	-2	nt	38	nt
Cc1ccc(-c2ccc(=O)n(CC(=O)N3CCC4(CC3)OCCO4)n2)cc1	1	-1	-4	-4	10	i	-1	-11	-8	-1
O=C(O)c1nonc1-c1nonc1C(=O)O	nt	nt	nt	-1	nt	nt	1	-1	nt	-2
CC(=O)NC(Cc1ccc(N(CCCl)CCCl)cc1)C(=O)NCC(=O)NCC(=O)O (stereo not given)	8	0	2	0	6	i	-6	-2	6	-1
CCCn1ncc(CN2CCCC(C(=O)c3cccc(OC)c3)C2)c1C (stereo not given)	3	6	2	0	23	i	1	-2	-6	3
O=C1NC(=O)N(c2ccc(F)cc2)C(=O)/C1=C/c1ccc(N2CCOCC2)cc1	1	0	-4	-2	40	i	2	12	0	nt
Cc1cc(OC(=O)N(C)C)nc2c1c(C)nn2C	0	-24	1	nt	16	i	-1	-4	-14	0
CC1CN2c3ccc([N+](=O)[O-])cc3CC3(C(=O)N(C)C(=O)N(C)C3=O)C2C(C)O1 (stereo not given)	-10	-11	-8	nt	17	i	3	3	4	1
CCCCn1c(O)c(C(CC)=NCc2cccnc2)c(=O)[nH]c1=O	5	-2	8	-9	-2	i	-6	11	20	15
O=C1CN(O)C(c2ccccc2)=c2cc(Cl)ccc2=N1	8	2	3	-7	28	i	1	6	1	0
C/C(=N\Nc1ccccc1)c1c(O)[nH]c(=O)[nH]c1=O	9	-1	-6	0	9	i	3	6	10	-1
C/C(=N\N1CCCCCC1)c1c(O)n(C)c(=O)n(C)c1=O	-10	-2	3	nt	5	i	-3	1	9	-2
Cc1ccccc1CCNCc1ccc(Br)cc1	-2	6	-5	7	14	i	4	0	7	0
COC(=O)C1=C(c2ccc(S(C)(=O)=O)cc2)C[C@@H]2CC[C@H]1N2C(=O)NCc1ccco1	1	4	-2	10	14	i	nt	6	-15	-1
Cc1nn(Cc2ccc(Cl)cc2Cl)c(Cl)c1C(=O)NC1CCCc2ccccc21 (stereo not given)	0	2	-10	-4	15	i	-2	-8	11	-2
O=C1N(c2nncs2)CCN1[N+](=O)[O-]	-3	1	-3	-3	3	i	4	-3	-4	-1
Cc1cc(/C=C2\C(=O)NC(=O)N(C)C2=O)c(C)n1-c1ccc2c(c1)OCO2	1	0	3	1	15	i	1	3	-5	0
CNS(=O)(=O)c1ccc(-c2ccc(C=C3C(=O)NC(=O)NC3=O)o2)cc1	-1	1	-6	-3	22	i	1	12	-16	0
COC(=O)C1=C(c2ccccc2)C[C@@H]2CC[C@H]1N2C(=O)N1CCCCC1	-1	-1	3	4	-3	i	nt	-4	-15	1

(continued)
SMILES	Platelet DG rel	GSK3B inh	HSF1 inh	DYRK1A inh	AI-2 QS modul	PolyA inhibitor	HSP90 refold inh	HDAC3 inh	HSF1 activator	GSK3A inh
COc1ccc(OCC(=O)N2CCN(C(C)C)CC2)cc1	-1	0	nt	2	5	i	0	-5	nt	nt
O=S(=O)(c1ccc(F)cc1)N1CCCC1c1cccnc1 (stereo not given)	2	1	-1	1	27	i	4	-2	-9	0
O=C1Nc2cc(C(=O)N3CCC4(CC3)OCCO4)ccc2S/C1=C\c1ccccc1	-6	-1	-4	2	12	i	-1	1	-2	2
CCn1nc(-c2ccccc2)nc2c(=O)n(C)c(=O)nc1-2	4	-32	nt	68*	-93*	i	83*	6	nt	20
COc1nc2ccccc2c(=O)n1-c1ccc(Cl)cc1	8	-1	1	-2	8	i	1	-3	5	-4
COc1ccccc1OCCCn1cc(C=O)c2ccccc21	-8	-6	3	12	29	i	18*	-8	30	12
CSc1ncc(CN2CCCC(C(=O)c3cccc(Cl)c3)C2)cn1 (stereo not given)	4	2	10	-2	0	i	4	5	9	-2
CN1C(=O)C(=Cc2ccc(OCC(=O)Nc3ccccc3)cc2)C(=O)N(C)C1=O	-4	6	1	10	22	i	-2	-3	16	-3
COc1ccc(OCC(=O)N2CCN(C/C=C/c3ccccc3)CC2)cc1	-1	0	-5	-2	17	i	4	6	3	2
CCOP(=O)(OCC)C1(O)C(=O)Nc2ccc(Br)cc21 (stereo not given)	14	3	2	-3	29	i	-1	-3	4	-4
O=C(c1ccco1)c1cn(Cc2ccc(Cl)cc2)c2ccccc12	-25	2	12	-7	29	i	7	2	30	-4
COCCN1C(=O)/C(=C/c2c(OC)cc(OC)cc2OC)C(=O)N(c2ccccc2)C1=O	-2	2	-3	3	6	i	0	6	-12	2
O=C(N=Nc1c(O)[nH]c(=O)[nH]c1=O)C1COc2ccccc2O1 (stereo not given)	-9	1	-3	4	14	i	-3	2	-4	-1
COc1ccc(CN2CCN(Cc3ccccc3OC)CC2)cc1	-1	0	-1	-7	-2	i	13	7	3	-3
CCCC(=O)c1c(O)[nH]c(=O)[nH]c1=O	0	1	3	0	0	i	0	3	8	0
CNC(=O)N(C)c1ccc(C(O)(C(=O)OC)C(F)(F)F)cc1 (stereo not given)	0	-1	-2	3	nt	i	-3	0	-12	-2
Cc1cc(OC(=O)CCNC(=O)OC(C)(C)C)c2c3c(c(=O)oc2c1)CCC3	-5	3	-8	4	24	i	0	-5	0	nt
Cc1ccccc1-n1c(C)nc2ccccc2c1=O	-1	-4	0	1	22	i	4	-5	3	0
Cc1cccn2c(=O)c3cc(C(=O)N4CCC5(CC4)OCCO5)n(C)c3nc12	-1	0	-6	-1	22	i	6	-4	4	1
C/C(=N\NC(=O)c1ccccc1O)c1c(O)n(Cc2ccccc2)c(=O)[nH]c1=O	23	4	2	-1	35	i	-1	-5	4	-5
O=c1[nH]c(=O)n(-c2cccc(Cl)c2)c(O)c1C=NCCCN1CCOCC1	1	1	-6	7	21	i	-2	4	-9	5
O=C1NC(=O)C(CCc2ccncc2)(CCc2ccncc2)C(=O)N1CCc1ccccc1	3	-21	20	4	4	i	2	1	49	0
O=[N+]([O-])c1cc(-c2ccc([As](=O)(O)O)cc2)ccc1[As](=O)(O)O	5	0	-5	nt	12	i	-2	3	1	-1
CCCCn1c(O)c(C=NCCCn2ccnc2)c(=O)[nH]c1=O	-1	0	0	-6	5	i	5	4	2	68*
CCN(CC)C(=O)c1ccc(NC(=O)c2cc(S(=O)(=O)N3CCCCCC3)ccc2OC)cc1	-1	12	-21	3	35	nt	nt	4	-23	-1

The results go on:
SMILES	Platelet DG rel	GSK3B inh	HSF1 inh	DYRK1A inh	AI-2 QS modul	PolyA inhibitor	HSP90 refold inh	HDAC3 inh	HSF1 activator	GSK3A inh
CSC1=NP(=S)(SC)N(C)c2nc3n(c21)CCC3 (stereo not given)	-2	0	3	nt	8	i	-2	0	-16	3
Cc1ncc([N+](=O)[O-])n1CCOc1nonc1N	-5	0	1	-2	-1	i	0	?	19	-6
O=c1c2ccccc2nc(CNCC2CCCO2)n1-c1ccc(F)cc1 (stereo not given)	3	2	-5	-5	17	i	5	-6	-9	-3
C[N+](C)(C)CC(=O)Nc1ccc(Cl)cc1C(=O)c1ccccc1	1	3	4	2	22	nt	1	-2	15	1
Brc1ccc2c(c1)C(OC1CN3CCC1CC3)c1ccccc1CS2 (stereo not given)	-3	-6	-3	2	21	i	-4	4	16	6
CN1C(=O)C(=Cc2ccc(N3CCCCCC3)cc2)C(=O)N(C)C1=O	6	1	0	5	22	i	4	1	4	1
CCCCn1c(O)c(/C=C/C=Nc2ccccc2)c(=O)[nH]c1=O	-4	-2	3	2	27	i	2	2	29	-2
CC1CCCN(C(=O)CN2C3CCC2CC(O)(c2ccc(F)cc2)C3)C1 (stereo not given)	1	-1	nt	0	16	i	-1	9	nt	-1
O=C1CN=C(c2ccccc2Cl)c2cc(Br)ccc2N1	0	-3	7	-3	14	i	nt	-5	22	10
CC(=O)O[C@]1(c2ccccc2)CCN(C)[C@H]2CCCC[C@@H]21	-3	-3	-5	-3	5	i	10	13	18	2
CCOC(=O)c1c(C)[nH]c(C)c1C(=O)C(Cc1ccccc1)N(C)C (stereo not given)	-6	-3	-1	16	4	i	22*	7	-11	-2
C/C(=N\N1CCCCC1)c1c(O)[nH]c(=O)[nH]c1=O	0	0	-1	-4	26	i	-1	4	3	10
CC(C)(CN)CC(=O)O	-6	-3	26	7	-7	i	0	-2	83*	0
CCn1c(C)c(C(=O)O)c2cc(OC)ccc21	1	0	-1	3	-6	i	1	-2	-1	-1
CC1CC(C)CN(CC(=O)c2ccc(OC(F)F)cc2)C1 (stereo not given)	-12	-4	4	nt	19	i	5	-4	-12	1
CCc1c(C(=O)NN2C(=O)C3C4CCC(O4)C3C2=O)csc1C (stereo not given)	-6	7	0	1	23	i	1	3	-3	-4
CNC(C(=O)c1ccccc1)C(OC)c1ccccc1 (stereo not given)	6	1	8	-3	17	i	-2	-5	27	-3
COc1c(C)cc(C(=O)C2CCCN(Cc3cnc(C)s3)C2)cc1C (stereo not given)	13	2	-19	0	27	i	0	-1	-30	0
O=C1NC(=O)C(=Cc2ccc3ccccc3c2)C(=O)N1	0	2	0	1	6	i	1	5	1	-2
COc1cc(CN2CCN(c3cc(C)ccc3C)CC2)ccc1O	-1	0	26	-1	11	i	-3	-1	40	-2
COCCCNC(=O)c1c(NC(=O)c2ccccc2Cl)n(Cc2ccccc2)c2nc3ccccc3nc12	3	0	3	1	11	i	2	-2	24	2
COc1ccc(CCNCC2CCCO2)cc1 (stereo not given)	-3	1	-5	-4	15	i	2	-6	-7	-5
CCOc1cccc(CNCCc2c(C)[nH]c3ccc(OC(F)(F)F)cc23)c1O	5	-4	-1	-1	9	i	1	0	5	1
COc1cccc(Oc2c(C)oc3cc(OC(=O)N(C)C)ccc3c2=O)c1	-12	-1	-2	-2	12	i	-2	1	18	-1
